Source: PubChem BioAssay (Sanford-Burnham Center for Chemical Genomics)
mIAP activ: increases mouse intestinal alkaline phosphatase activity | muIAP, CDP-Star luminescence, 30 min; hits give high values; 1 = vehicle-only enzyme signal, 0 = enzyme-free wells | activation factor at 10 µM | 330,000 compounds, 0.24% hits | AID 2805;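 active means activation factor of at least 2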; further: the source names both 10 and 20 µM as test concentration; values of inactives mirror those of a sister screen read the other way
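System: Mouse IAP enzyme | Also added: CDP-Star substrate | Dosing: Compounds dispensed in DMSO | Schedule: 30 min enzyme-substrate-compound incubation at room temperature | Technique: Chemiluminescence readout | Control set: DMSO-only wells and no-enzyme negative control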
hIAP act: human IAP activation. 330,000 compounds, 0.16% hits. P09923. activation factor at 10 µM. AID 2524. purified human IAP, CDP-Star luminescence, 30 min; hits give high values; 1 = vehicle-only enzyme, 0 = enzyme-free background;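 active means activation factor of the enzyme at least 2-fold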; further: the source names both 10 and 20 µM as test concentration; values of inactives mirror those of a sister screen read the other way
Target sequence (P09923 whole entry, looked up): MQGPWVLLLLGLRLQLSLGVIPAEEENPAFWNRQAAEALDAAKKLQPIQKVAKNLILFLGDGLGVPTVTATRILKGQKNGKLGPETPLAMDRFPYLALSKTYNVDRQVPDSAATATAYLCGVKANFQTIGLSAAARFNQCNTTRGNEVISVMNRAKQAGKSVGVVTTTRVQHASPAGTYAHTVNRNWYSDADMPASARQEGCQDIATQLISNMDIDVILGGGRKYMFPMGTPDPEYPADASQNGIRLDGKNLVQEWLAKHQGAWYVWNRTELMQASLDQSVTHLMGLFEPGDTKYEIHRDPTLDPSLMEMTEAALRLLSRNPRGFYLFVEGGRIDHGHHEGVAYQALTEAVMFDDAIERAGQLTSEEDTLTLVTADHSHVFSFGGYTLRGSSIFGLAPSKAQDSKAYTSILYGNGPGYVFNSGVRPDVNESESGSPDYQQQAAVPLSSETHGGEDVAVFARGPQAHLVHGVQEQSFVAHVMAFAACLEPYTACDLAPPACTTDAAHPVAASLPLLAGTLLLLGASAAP
hIAP inh: blocks human intestinal alkaline phosphatase; P09923; purified IAP, CDP-Star luminescence, 30 min; inhibition, % at 10 µM; 330,000 compounds, 0.12% hits;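 active means inhibition reaching a set limit with compound at 10 µM in the primary screen, cut at about 35% in these data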;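 further: plate controls were DMSO wells with enzyme for no effect and no-enzyme buffer wells for full effect; values of inactives mirror those of a sister screen read the other way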
mIAP inh: mouse IAP inhibition. purified mouse IAP, CDP-Star luminescence, 30 min. inhibition, % at 10 µM. 330,000 compounds, 0.2% hits;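 active means inhibition of at least 40% at 10 µM in the primary screen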;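 further: plate controls were DMSO with enzyme for no effect and no enzyme wells for full effect; values of inactives mirror those of a sister screen read the other way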
MPTP inh: inhibitors of mitochondrial permeability transition pore; isolated mouse mitochondria, Ca2+ swelling absorbance, 30 min; inhibition, % at 10 µM; 360,000 compounds, 1.4% hits;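 active means inhibition of 50% or more, scaled per plate between neutral and stimulator controls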;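 further: 0% = DMSO wells given calcium and 100% = 1 mM EGTA wells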
ATG4B inhibitor: ATG4B (human) cysteine protease inhibition; inhibition, % at 8.33 µM; ATG4B cleavage of LC3-PLA2, NBD-HPC fluorescence, 1 h; 340,000 compounds, 0.51% hits; Q9Y4P1; in the data active means inhibition above about 40%
beta cell repl: inducers of beta-cell replication in MIN6 cells | MIN6 cells proliferation, ATPlite luminescence, 48 h; cells starved in 0.2% serum; 100% = growth in 10% serum | 330,000 compounds, 0.29% hits | proliferation, % at 10 µM | AID 2380;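 active means compounds whose signal lies at least 3.5 SD above the mean of all wells on their plate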;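 further: 0% = DMSO-treated cells in low-serum medium and 100% = 10% serum control; some compounds called inactive have numbers as strong as hits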
APOBEC3A inh: blocks human APOBEC3A ssDNA deamination | AID 493011 | 330,000 compounds, 0.41% hits | P31941 | recombinant A3A, FAM/TAMRA ssDNA deamination fluorescence | inhibition, % at 20 µM;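 active means at least 40% inhibition at 20 µM here, with at most 30% in a related deaminase screen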;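 further: plate controls were A3A with DMSO for no effect and wells lacking A3A enzyme for full effect; some results filed as inactive read as strong as hits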
Target sequence (P31941 whole entry, looked up): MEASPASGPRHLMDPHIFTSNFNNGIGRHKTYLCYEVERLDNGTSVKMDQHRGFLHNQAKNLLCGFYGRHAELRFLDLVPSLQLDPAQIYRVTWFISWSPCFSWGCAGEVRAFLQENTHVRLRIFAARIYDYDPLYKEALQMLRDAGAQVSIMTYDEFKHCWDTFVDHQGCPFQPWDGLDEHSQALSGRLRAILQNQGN
APOBEC3G inh: APOBEC3G (human) deaminase inhibition | inhibition, % at 20 µM | 330,000 compounds, 0.28% hits | recombinant A3G, ssDNA deamination FAM/TAMRA fluorescence | Q9HC16;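 active means inhibition of at least 40% at 20 µM, with no more than 30% in the related APOBEC3A deaminase screen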;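 further: plate controls were DMSO wells with A3G for no effect and wells lacking A3G enzyme for full effect; some compounds called inactive have numbers as strong as hits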
Active calls of the source: *; x = no result given. An unsorted share of the library; about 3.3% have a hit in one of these screens.

SMILES	mIAP activ	hIAP act	hIAP inh	mIAP inh	MPTP inh	ATG4B inhibitor	beta cell repl	APOBEC3A inh	APOBEC3G inh
S=c1[nH]cnc2scc(-c3ccc(Cl)cc3)c12	1	1.1	-6	-5	7.0	-7	-4	-7	1
CC(NC(=O)CNC(=O)c1ccco1)c1ccccc1 (centres undefined)	0.96	0.98	2	4	-2.8	4	3	1	3
C=CCOc1ccc(/C=C/C(=O)OCC(=O)N(C)C2CCS(=O)(=O)C2)cc1 (centres undefined)	0.9	1.1	-7	10	-0.5	0	-3	-2	-9
CN(c1ncc(C(F)(F)F)cc1Cl)N1C(=O)c2cccc(N)c2C1=O	0.88	1	-3	12	1.4	5	-2	-2	-4
CC(C)(C)c1ccc(OCC(=O)NCc2ccco2)cc1	1	1	0	-3	2.9	-12	-4	-3	-5
Cc1cc(C(=O)O)c(S(C)(=O)=O)s1	0.95	0.85	15	5	0.0	-13	1	-1	-4
NC(=O)c1ccc(CN2CCC(Cc3ccccc3)CC2)cc1	0.97	1	-1	3	-2.6	27	3	1	-6
CCCOC(=O)c1ccc(Nc2nc(C)cc(=O)[nH]2)cc1	1.1	1.2	-16	-7	2.7	-6	-4	0	-3
c1ccc(Nc2c(-c3ccco3)nc3ccccn23)cc1	1	1.1	-10	-4	2.1	3	0	-1	-4
O=S(=O)(Nc1ccc(N2CCOCC2)cc1)c1cc(Cl)ccc1Cl	0.97	0.99	1	3	0.8	-2	-5	-3	-8
COC(=O)c1cc(S(=O)(=O)N2CCCCCC2)cn1C	0.94	0.73	27	6	1.4	-5	0	-5	-6
Cc1nc2cc(F)ccc2n1C1CCN(C(=O)c2c(F)cccc2F)CC1	0.97	0.95	5	3	0.5	0	-1	-3	-9
Cn1c(=O)c2c(nc(CN3CCCCC3)n2Cc2c(F)cccc2Cl)n(C)c1=O	1.1	0.92	8	-7	0.7	-8	-4	3	-1
Clc1ccc(-c2nc(N3CCOCC3)nc3ccccc23)cc1	1	1	-3	-3	-0.2	0	-1	-1	-2
CN(/C(=N/S(=O)(=O)c1cccs1)c1ccccc1)c1ccc(O)cc1	1.2	1.1	-13	-16	-0.2	3	-3	-1	-8
Cc1cc(C)nc(SCc2ccc(Br)cc2)n1	1.1	1.1	-11	-8	-0.3	-1	-3	-5	-6
CCN(CC)CCNC(=O)CSc1c2c(nc3cc(Cl)ccc13)CCCC2	1	1	-1	0	0.2	-2	-6	0	-9
O=C(Nc1nc2ccccc2s1)NC1CCCCC1	1.2	1.1	-5	-17	1.1	26	-4	0	3
CCOC(=O)N1CCC(N(CCN(C)C)C(=S)Nc2cccc(SC)c2)CC1	1	1	-2	0	2.4	0	-4	1	-4
CSC1=NC(C)(C)CC2(C)Nc3ccccc3N12 (centres undefined)	0.86	0.94	6	14	0.3	2	-3	-3	-2
CCOC(=O)c1sc(NC(=O)Nc2cccc(Cl)c2)cc1C	2*	1.1	-12	-104	79*	30	-5	0	-6
Cc1cc(OCC(O)CN2CCN(c3ccccn3)CC2)cc(C)c1Cl (centres undefined)	1	1.1	-9	0	0.4	-1	-3	2	14
CC1CC(C)CN(C(=O)c2ccc3nc[nH]c3c2)C1 (centres undefined)	0.98	1.2	-18	2	0.2	7	-1	-2	-6
O=C1ON=C(c2ccccc2)/C1=C\c1ccco1	0.82	1.2	-17	18	11	-3	-3	12	8
CCOC(=O)c1ccc(N2CN=C3SCC(=O)N3C2)cc1	1	0.92	8	-4	-0.1	-4	-3	-3	-7
CCn1c(SCC(=O)NCc2ccccc2)nc2ccccc2c1=O	0.99	0.97	3	1	0.1	-8	-2	-2	-7
Cc1ncc(CN2CCCC(CCC(=O)NCc3ccccc3F)C2)s1 (centres undefined)	1.1	0.92	8	-5	-0.9	34	-2	-4	-5
CCS(=O)(=O)Nc1ccc(-c2nnc(SCC(=O)c3ccc(NC(C)=O)c(OC)c3)o2)cc1	1	0.94	6	0	-2.4	3	-1	-3	-4
CCNC(=S)Nc1ccc2cn[nH]c2c1	1	0.94	6	0	-4.9	-1	0	0	-6
O=C1CSC(c2cccnc2)N1C1CCCCC1 (centres undefined)	1.1	0.98	2	-6	-0.8	-7	-2	-1	-3

Whole records from above. Order of values: mIAP activ | hIAP act | hIAP inh | mIAP inh | MPTP inh | ATG4B inhibitor | beta cell repl | APOBEC3A inh | APOBEC3G inh
CCN(CC)CCNC(=O)CSc1c2c(nc3cc(Cl)ccc13)CCCC2 reads 1 | 1 | -1 | 0 | 0.2 | -2 | -6 | 0 | -9
O=C1ON=C(c2ccccc2)/C1=C\c1ccco1 reads 0.82 | 1.2 | -17 | 18 | 11 | -3 | -3 | 12 | 8

Returning to the listing, starting 3 compounds before the break.
SMILES	mIAP activ	hIAP act	hIAP inh	mIAP inh	MPTP inh	ATG4B inhibitor	beta cell repl	APOBEC3A inh	APOBEC3G inh
CCS(=O)(=O)Nc1ccc(-c2nnc(SCC(=O)c3ccc(NC(C)=O)c(OC)c3)o2)cc1	1	0.94	6	0	-2.4	3	-1	-3	-4
CCNC(=S)Nc1ccc2cn[nH]c2c1	1	0.94	6	0	-4.9	-1	0	0	-6
O=C1CSC(c2cccnc2)N1C1CCCCC1 (centres undefined)	1.1	0.98	2	-6	-0.8	-7	-2	-1	-3
O=C(CSc1nc2cccnc2n1Cc1ccccc1)N1CCCC1	1.1	0.99	1	-7	0.1	-15	-1	-4	-9
Nc1nc(Cl)nc2ccc(Br)cc12	0.94	0.84	16	6	3.7	-8	2	0	-2
CCOc1ccccc1NC(=S)NC1CC2CCC1C2 (centres undefined)	1.1	1.1	-14	-10	0.7	6	-6	-8	-5
O=C(Nc1ccc(N2CCOCC2)c(Cl)c1)c1cccnc1Cl	1	1.1	-9	-1	-2.8	-6	-3	-4	-11
COc1cc(/C=N/NC2=NCCCCC2)ccc1O	1	1	-4	-3	0.3	7	1	0	-1
Cc1cc(C)cc(NC(=O)C(Sc2ncnc3ccccc23)c2ccccc2)c1 (centres undefined)	0.92	1.1	-8	8	2.4	-8	-3	-2	-4
Cc1noc(/C=C/N(C)C)c1S(=O)(=O)N(C)CC(=O)N1CCc2ccccc21	0.97	0.86	14	3	x	10	-3	-2	-7
O=C(Cc1n[nH]c(=O)c2ccccc12)OCC(=O)c1ccccc1Cl	1	0.94	6	-2	-0.6	11	7	-3	-10
COc1ccc(N2CCN(C(=O)c3ccc4c(=O)n(CCc5ccc(OC)c(OC)c5)c(=O)[nH]c4c3)CC2)cc1	0.96	0.94	6	4	-0.6	-8	1	-1	-7
COc1cccc2c(=O)cn[nH]c12	0.99	0.93	7	1	-2.2	-1	0	3	-3
O=C(Nc1ccccc1C(=O)NCc1cccnc1)c1ccccc1Cl	0.9	1.1	-14	10	1.0	4	1	-2	-9
CSCC(=O)N1CCc2ccc(NC(=O)c3ccccc3Cl)cc2C1	0.97	0.7	30	2	0.8	-2	-5	5	-6
CC(C)(C)c1ccc(OCc2ccc(C(=O)N/N=C/c3ccc([N+](=O)[O-])cc3)o2)cc1	0.92	1	0	8	0.9	-6	-3	-1	-8
CCCN1CCN(c2ccc(S(N)(=O)=O)cc2[N+](=O)[O-])CC1	0.96	1.1	-7	4	-0.5	3	-3	7	1
COc1ccc(-n2ncc3c(NCc4ccccn4)ncnc32)cc1	0.96	1	-2	4	0.6	3	-4	-3	-5

Retrieved by structure from the entries so far:
SMILES	mIAP activ	hIAP act	hIAP inh	mIAP inh	MPTP inh	ATG4B inhibitor	beta cell repl	APOBEC3A inh	APOBEC3G inh
COc1ccc(N2CCN(C(=O)c3ccc4c(=O)n(CCc5ccc(OC)c(OC)c5)c(=O)[nH]c4c3)CC2)cc1	0.96	0.94	6	4	-0.6	-8	1	-1	-7
Cc1cc(C)cc(NC(=O)C(Sc2ncnc3ccccc23)c2ccccc2)c1 (centres undefined)	0.92	1.1	-8	8	2.4	-8	-3	-2	-4
CSCC(=O)N1CCc2ccc(NC(=O)c3ccccc3Cl)cc2C1	0.97	0.7	30	2	0.8	-2	-5	5	-6
Cc1noc(/C=C/N(C)C)c1S(=O)(=O)N(C)CC(=O)N1CCc2ccccc21	0.97	0.86	14	3	x	10	-3	-2	-7
O=C(Nc1ccc(N2CCOCC2)c(Cl)c1)c1cccnc1Cl	1	1.1	-9	-1	-2.8	-6	-3	-4	-11

Next structures
SMILES	mIAP activ	hIAP act	hIAP inh	mIAP inh	MPTP inh	ATG4B inhibitor	beta cell repl	APOBEC3A inh	APOBEC3G inh
O=C(Cn1c2ccc(F)cc2c2nc3n(c(=O)c21)CCS3)Nc1ccccc1C(F)(F)F	1.1	0.99	1	-10	-0.9	1	-1	-1	0
CCCc1nnc(NC(=O)c2cc(OC)cc(OC)c2)s1	1	1	-3	-4	-0.8	-12	3	4	-1
COc1ccc(C(=O)N2CCN(c3nc4ccccc4o3)CC2)cc1OC	0.98	1.1	-12	2	0.2	-8	-2	-2	-2
CCOC(=O)C1=C(C)Nc2ccccc2N=C1NC(=O)c1cccc(S(=O)(=O)NCc2ccccc2)c1	0.91	0.88	12	9	6.9	-10	-3	3	-2
COCCn1c(C)cc(/C=N/NC(=O)c2cc3ccccc3cc2O)c1C	0.76	1.1	-14	24	2.9	-14	-4	-1	-3
O=C(Nc1ccccc1N1CCOCC1)c1ccccc1[N+](=O)[O-]	1	0.9	10	-4	-1.5	0	0	3	-2
COc1ccccc1CNc1ncnc2cc(OC)c(OC)cc12	1	0.94	6	-4	-0.4	-14	0	5	-8
COc1ccccc1-c1cc(C(=O)NC(C)C)no1	1	0.98	2	-1	0.3	-15	-1	0	-3
CC12CN3CCN(CC(C3)/C1=N\NC(=O)c1ccccc1N)C2	1	1.1	-10	-1	2.6	-9	-2	-1	-1
FC(F)(F)c1cccc(NC(=S)NNC(=S)NCc2ccccc2)c1	0.93	0.92	8	7	79*	42*	-4	2	6
CCC(C(=O)OCC(=O)N1CCN(c2ccc(OC)cc2)CC1)c1ccccc1 (centres undefined)	0.87	1	-1	13	-0.6	-5	-2	-2	0
CCC(=O)Nc1ccccc1C(=O)OCC(=O)c1ccc2ccccc2c1	0.94	0.99	1	6	3.8	14	-1	1	-3
COc1ccc(-c2cn[nH]c2-c2ccc(OCc3ccc([N+](=O)[O-])cc3)cc2O)cc1	0.98	1.3	-31	2	11	-2	0	-1	-5
CN1C(=O)/C(=C\C=C2/CCCN2C)N(C)C1=S	0.85	0.74	26	15	-0.8	16	0	-2	-6
CCOc1ccc(NC(=O)c2cc3n(n2)C(C(F)(F)F)CC(c2ccco2)N3)cc1 (centres undefined)	0.92	1.1	-6	8	5.2	-4	5	0	-3
CC(=O)Nc1ccc(NC(=O)CS(=O)(=O)Cc2ccccc2)cc1	1	0.95	5	-1	-1.4	-7	1	-3	-4

Just ATG4B inhibitor (two entries from above):
| mol | ATG4B inhibitor |
| --- | --- |
| CCOc1ccc(NC(=O)c2cc3n(n2)C(C(F)(F)F)CC(c2ccco2)N3)cc1 (centres undefined) | -4 |
| CC(=O)Nc1ccc(NC(=O)CS(=O)(=O)Cc2ccccc2)cc1 | -7 |
